Assay outcomes from PubChem BioAssay.
WRN inhibitor: blocks human WRN helicase; Q14191; WRN helicase unwinding, fluorescent forked duplex, kinetic; Potency, µM (series often up to 114 µM), for the others: top-dose activity change, negative = inhibition, hits mostly inhibitors; 0.46% of 360,000 active; AID 651768; also: potency is read from the fitted curve at half-maximal effect; % is scaled to controls: 0 for no effect and ±100 for the full control effect; nearly all actives have a fitted effect of over 55% in size
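WRN at 20 nM final was preincubated with compound for 15 min at room temperature; reaction started with 100 nM forked duplex oligonucleotide carrying fluorophore and quencher plus 2 mM ATP (final). Unwinding followed kinetically by red fluorescence (ex 525/em 598 nm).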
PLK1 PBD inh: blocks phosphopeptide binding to human PLK1 polo-box domain; Plk1 PBD binding of FITC phosphopeptide, fluorescence polarization; Potency, µM, for inactives: max response, negative = inhibition, hits mostly inhibitors; 2.8% of 360,000 active; AID 720504; P53350; also: potency is read from the fitted curve at half-maximal effect; series mostly up to about 57 µM; % is scaled to controls: 0 for no effect and ±100 for the full control effect; nearly all actives have a fitted effect of over 65% in size
GLP1R cytotox: cytotoxicity in counter-screen for GLP-1R inverse agonists | HEK293 cAMP-luciferase reporter cells, luminescence, 24 h | Potency, µM (top dose mostly 38.3 µM), without a hit: at the highest dose activity change, negative = inhibition, usual class: inhibitors | 0.13% of 410,000 active | AID 624418;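 also: loss of luciferase light is scored as toxicity; potency is read from the fitted curve at half-maximal effect; % is scaled to controls: 0 for no effect and ±100 for the full control effect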
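To flag toxic compounds, the library was rerun on cells for 24 hr at 37 deg C and 5% CO2. Viability-linked luminescence was captured 12 min after adding luciferase detection reagent.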
GLP-1R agonist: activates the human GLP-1 receptor; P43220; 0.007% of 380,000 active; HEK293 GLP-1R CRE-luciferase, luminescence, 4-6 h; cells express a hypersensitive GLP-1R form; Potency, µM (highest dose often 45.6 µM), for inactives: at the highest dose activation, actives largely listed as activators; also: potency is read from the fitted curve at half-maximal effect; % of control where 0% means no effect
D3 antag: antagonists of human D3 dopamine receptor. P35462. D3R cells, DiscoveRx beta-arrestin luminescence, antagonist mode; active compounds read low. max response, negative = inhibition, %. 2.5% of 360,000 active; in the data active = max response below about -50%; inconclusive = no clear call, values can overlap the other calls; also: % is scaled to controls: 0 for no effect and ±100 for the full control effect; mostly tested at two doses, the higher about 12 µM
Target sequence (P35462 whole entry, looked up): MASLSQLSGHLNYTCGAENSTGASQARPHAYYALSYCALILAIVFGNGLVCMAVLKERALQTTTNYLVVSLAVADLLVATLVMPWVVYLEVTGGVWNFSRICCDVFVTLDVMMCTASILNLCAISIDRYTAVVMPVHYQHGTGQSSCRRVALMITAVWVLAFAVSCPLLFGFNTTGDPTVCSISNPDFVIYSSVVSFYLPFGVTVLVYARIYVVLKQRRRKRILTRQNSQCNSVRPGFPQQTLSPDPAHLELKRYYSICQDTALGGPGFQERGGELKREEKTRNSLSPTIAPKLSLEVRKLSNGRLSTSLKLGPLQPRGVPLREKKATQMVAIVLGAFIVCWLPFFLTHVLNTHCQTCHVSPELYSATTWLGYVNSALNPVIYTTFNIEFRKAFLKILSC
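Cells plated overnight at 1500 cells/well, then exposed to library compounds with dopamine controls for 90 minutes at 37 degrees C. DiscoveRx reagent added for 30–60 minutes at room temperature; luminescence read, quantitative HTS format.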
GLP1R inv ag: acts as inverse agonist at human GLP-1 receptor; Potency, µM (top dose mostly 38.3 µM), for the others: top-dose activity change, negative = inhibition, most hits filed as inhibitors; P43220; 1.6% of 410,000 active; AID 624417; HEK293 GLP-1R CRE-luciferase, luminescence, 24 h; GLP-1R form is constitutively active; also: potency is read from the fitted curve at half-maximal effect; % is scaled to controls: 0 for no effect and ±100 for the full control effect; nearly all actives have a fitted effect of over 55% in size
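Assay principle: reduced luminescence from a cAMP-responsive reporter in HEK293 cells co-expressing a constitutively active GLP-1R. Conditions: 24 hr compound incubation, 37 deg C, 5% CO2.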
PI5P4Ka inh: blocks human PI5P4K alpha kinase activity; max response, %; P48426; 1.2% of 330,000 active; PI5P4Kalpha enzyme, ADP-Glo luminescence, 60 min; active compounds read low; AID 652105; active = max response of -50% or lower; inconclusive = between -30% and -50%; inactive = -30% or higher; also: value at the top dose of about 77 µM; % is scaled to controls: 0 for no effect and ±100 for the full control effect
Target sequence (P48426 whole entry, looked up): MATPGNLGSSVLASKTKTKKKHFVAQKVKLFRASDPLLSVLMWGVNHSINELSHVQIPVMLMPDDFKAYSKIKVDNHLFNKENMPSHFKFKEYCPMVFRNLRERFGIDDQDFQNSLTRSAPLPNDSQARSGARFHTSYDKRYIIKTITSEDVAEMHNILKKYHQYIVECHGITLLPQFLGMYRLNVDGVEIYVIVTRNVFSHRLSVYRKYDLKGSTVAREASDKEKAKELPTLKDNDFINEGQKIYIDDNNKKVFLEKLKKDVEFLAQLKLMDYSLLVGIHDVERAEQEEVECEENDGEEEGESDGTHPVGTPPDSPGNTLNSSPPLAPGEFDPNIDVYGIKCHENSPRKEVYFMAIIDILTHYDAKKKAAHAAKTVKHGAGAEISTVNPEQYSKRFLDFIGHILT
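ADP-Glo luminescence end-point after a 60 min room-temperature kinase reaction. PI5P4Kalpha and substrate in HEPES pH 7.4 buffer with EGTA, 0.1% CHAPS and 5% DMSO; ATP at 5 microM final.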
IL2 activator: activates IL-2 in a cell-based reporter assay; IL-2 activation reporter assay, cell-based qHTS; stimulated with anti-CD3/CD4/CD28 beads; in transgenic mouse T cells; activation, % (series mostly up to about 46 µM); 0.065% of 360,000 active; AID 652025; in the data active = activation above about 50%; inconclusive = mostly about 30% to 49%; also: 0% is about no effect
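Using fluorescent plate cytometry, EGFP and DsRed are detected in transgenic mouse T cells stimulated 18 h at 37 degrees C with antibody-coated beads after 60 min compound pretreatment.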
DRD3 agonist: activates the human D3 dopamine receptor | 0.58% of 410,000 active | D3R DiscoveRx beta-arrestin cells, luminescence, 90 min | P35462 | max activation, %; in the data active = max activation above about 30%; also: 0% is about no effect; mostly tested at two doses, the higher about 12 µM
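Agonist-mode cell screen: cells plated at 1500/well and incubated overnight at 37 °C, then exposed to library compounds for 90 min at 37 °C. Detection reagent was added for 30–60 min at room temperature, and luminescence was read.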
Numbers without * were called inactive; u = inconclusive; x = no result given; [ ] = another dose, or the depositor's remark. Unless noted, calls follow the shape of the dose curve; as a rule, active = well fitted curve in the direction sought with a large enough effect; inconclusive = small, poorly fitted or top-dose-only effect, or another doubt; inactive = no such curve, though single readings can be large; an effect the other way counts as inactive or inconclusive.

1	Cc1ccc2c(c1C)NC(C(=O)O)C1CC=CC21 (centres undefined)
2	O=C(CSc1nnc(Cc2cc(=O)[nH]c(=O)[nH]2)n1-c1ccccc1)N1CCCc2ccccc21
3	COc1ccc(-c2cc(C(F)F)n3ncc(C(=O)N4CCN(C(=O)c5ccco5)CC4)c3n2)cc1
4	CCOC(=O)c1ccc2nc(C)cc(Nc3cccc(C(=O)O)c3)c2c1
5	Cc1ccc(/C=N/NC(=O)c2cc(C)oc2C)cc1
6	Cc1occc1C(=O)NCc1cccc(CNC(=O)c2ccoc2C)c1
entry no. | 1 | 2 | 3 | 4 | 5 | 6
WRN inhibitor | 39.8µM* | 13.1% | 13.4% | x | 0.9% | 39.8µM*
PLK1 PBD inh | 18.9µM* | -9.5% | -6.8% | x | -6.1% | u
GLP1R cytotox | -2.4% | 2.0% | 0.0% | 3.9% | u | 19.6%
GLP-1R agonist | -1.6% | 0.1% | -0.5% | 7.4% | 19.5% | 5.4%
D3 antag | -6.3 | -23.2 | 13.5 | x | -26.8 | 4.3
GLP1R inv ag | -3.7% | 0.0% | -4.6% | 4.2% | u | 5.7%
PI5P4Ka inh | x | -4.8 | -1.4 | x | 3.5 | -52.5*
IL2 activator | -2.7 | -0.6 | -4.1 | x | 2.8 | 0.2
DRD3 agonist | -1.6 | -1.9 | -3.2 | -6.1 | -9.7 | -0.2

5 entries already listed, arranged by molar mass, smallest number first.
5	Cc1ccc(/C=N/NC(=O)c2cc(C)oc2C)cc1
4	CCOC(=O)c1ccc2nc(C)cc(Nc3cccc(C(=O)O)c3)c2c1
6	Cc1occc1C(=O)NCc1cccc(CNC(=O)c2ccoc2C)c1
2	O=C(CSc1nnc(Cc2cc(=O)[nH]c(=O)[nH]2)n1-c1ccccc1)N1CCCc2ccccc21
3	COc1ccc(-c2cc(C(F)F)n3ncc(C(=O)N4CCN(C(=O)c5ccco5)CC4)c3n2)cc1
entry no. | 5 | 4 | 6 | 2 | 3
WRN inhibitor | 0.9% | x | 39.8µM* | 13.1% | 13.4%
PLK1 PBD inh | -6.1% | x | u | -9.5% | -6.8%
GLP1R cytotox | u | 3.9% | 19.6% | 2.0% | 0.0%
GLP-1R agonist | 19.5% | 7.4% | 5.4% | 0.1% | -0.5%
D3 antag | -26.8 | x | 4.3 | -23.2 | 13.5
GLP1R inv ag | u | 4.2% | 5.7% | 0.0% | -4.6%
PI5P4Ka inh | 3.5 | x | -52.5* | -4.8 | -1.4
IL2 activator | 2.8 | x | 0.2 | -0.6 | -4.1
DRD3 agonist | -9.7 | -6.1 | -0.2 | -1.9 | -3.2

Continued:
7	CC(=O)N1c2ccc(S(=O)(=O)N3CCCCC3)cc2CC1C(=O)Nc1ccc(C)cc1 (centres undefined)
8	CCCn1c(SCC(=O)NC(C)c2ccccc2)n[nH]c1=O (centres undefined)
9	C[n+]1c(/C=C/c2ccc(O)cc2)ccc2ccccc21
10	O=C(NC1CCCCCC1)c1ccc(CN2CCOCC2)cc1
11	O=C(NC1CCCc2c1cnn2-c1ccccc1F)c1ccccc1N1CCOCC1 (centres undefined)
12	Cc1c(N(C)S(=O)(=O)c2cc(C(=O)NCC3CCCO3)ccc2Cl)c(=O)n(-c2ccccc2)n1C (centres undefined)
entry no. | 7 | 8 | 9 | 10 | 11 | 12
WRN inhibitor | -4.6% | -0.8% | -21.6% | 3.3% | 6.0% | -1.5%
PLK1 PBD inh | u | -12.0% | 32.0%[activator] | -6.5% | 3.0% | -2.1%
GLP1R cytotox | -5.3% | 2.6%[0.307 µM] | u | 50.2%[activator] | 0.1% | 7.4%
GLP-1R agonist | -1.8% | 7.0% | -4.0% | -8.0% | 4.4% | 3.8%
D3 antag | 1.6 | -3.1 | u | u | 5.8 | 7.4
GLP1R inv ag | u | 7.3%[0.307 µM] | -17.4% | -4.9% | 7.94µM* | 0.2%
PI5P4Ka inh | 2.0 | -1.0 | -4.4 | -4.2 | -2.4 | -4.8
IL2 activator | -1.8 | -0.5 | -5.0 | 0.7 | -2.0 | -0.3
DRD3 agonist | -13.4 | 3.1 | -14.3 | -8.7 | -2.0 | -0.4

13	CCOc1ccccc1Oc1coc2cc(OCC(=O)O)ccc2c1=O
14	COc1ccc(S(=O)(=O)N2CCCCCC2)cc1N
15	COc1cc(/C=N/NC(=O)c2cccc(NC(=O)c3ccccc3Cl)c2)ccc1O
16	CC(=O)NC1C(Oc2ccc(C=O)cc2)OC(COC(C)=O)C(OC(C)=O)C1OC(C)=O (centres undefined)
17	CCn1c(SCC(=O)NC2CC2)nnc1-c1csc(C)c1
18	Nc1cc(C(=O)OCC(=O)NCCNC(=O)COC(=O)c2ccc(Cl)c(N)c2)ccc1Cl
entry no. | 13 | 14 | 15 | 16 | 17 | 18
WRN inhibitor | 4.3%[11.6 µM] | -0.5% | -10.0% | -4.6% | 2.0% | 7.3%
PLK1 PBD inh | -14.0% | -14.8% | u | 0.3% | -13.6% | -10.5%
GLP1R cytotox | -2.8% | 11.0% | -7.8% | 6.7% | 17.3% | 16.9%
GLP-1R agonist | -1.4% | 4.3% | 1.3% | -0.1% | -2.1% | 9.0%
D3 antag | 0.8 | -22.9 | 9.9 | 14.4 | -5.4 | 8.3
GLP1R inv ag | 16.2% | 3.9% | -14.1% | 15.7% | 4.8% | 1.9%
PI5P4Ka inh | -16.0 | 1.4 | 1.8 | 7.8 | -4.4 | 4.6
IL2 activator | 1.6 | -0.6 | -0.1 | 0.4 | -1.3 | 0.0
DRD3 agonist | 9.9 | -10.4 | -0.7 | 3.5 | 0.1 | 1.8

19	Cn1c(CCNC(=O)C2CCCCC2)nc2cc(NC(=O)c3cccs3)ccc21
20	Clc1ccc(-n2cccc2/C=N/n2cnnc2)cc1
21	Cc1cc(C)cc(NC(=S)N(C)C)c1
22	O=C(O)/C=C\C(=O)Nc1ccc(N2CCN(c3cccc(Cl)c3)CC2)cc1
23	Cc1cc(C(=O)NCC2COc3ccccc3O2)c2ccccc2n1 (centres undefined)
24	CCOc1ccc(-n2c(Cc3cc(=O)[nH]c(=O)[nH]3)nnc2SC(C)C)cc1
25	CC(=O)N(Cc1c(C)nn(-c2ccccc2)c1Cl)c1ccc(Cl)cc1
26	CCOc1ccccc1CN1CCN(Cc2csc(C(C)=O)c2)CC1CCO (centres undefined)
27	COc1cc(/C=C/c2ccc3cccc(OC)c3n2)c(O)c([N+](=O)[O-])c1
entry no. | 19 | 20 | 21 | 22 | 23 | 24 | 25 | 26 | 27
WRN inhibitor | -12.5% | -1.9%[57.1 µM] | 6.4% | 2.7%[57.1 µM] | -27.2% | -4.3% | -2.7% | -4.9% | -2.0%
PLK1 PBD inh | u | -0.6% | 5.3% | u | -3.5% | -12.8% | -8.6% | -2.6% | 2.1%
GLP1R cytotox | -1.3% | -4.5% | -9.2% | 2.8% | 2.1% | 3.4% | 38.1% | -23.3% | -1.9%
GLP-1R agonist | 8.6% | 0.6% | 0.1% | 1.3% | 9.0% | -0.5% | 1.6% | 0.5% | 2.0%
D3 antag | -1.6 | -26.3 | 11.1 | -18.3 | 4.5 | 15.1 | -1.8 | 10.8 | -21.3
GLP1R inv ag | -0.9% | 5.4% | 6.8% | u | 9.7% | 0.0% | u | -21.7% | -7.5%
PI5P4Ka inh | -3.5 | 0.3 | -3.6 | -13.8 | 1.9 | -2.9 | -5.6 | -0.6 | -2.1
IL2 activator | -3.4 | -1.3 | 0.7 | 0.0 | 4.0 | -1.2 | 0.7 | -3.3 | 0.5
DRD3 agonist | -1.6 | -5.9 | 1.0 | -9.8 | 5.5 | 0.2 | -5.3 | -6.1 | 3.7
